Assay outcomes from PubChem BioAssay.
NALP3 yeast inh = NALP3 inflammasome inhibitors in reconstituted yeast, primary screen, luminescence, uHTS. Yeast reconstituted NLRP3/ASC/caspase-1, beta-gal luminescence, 24 h. 0.39% of 330,000 active. inhibition, % at 10 µM;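 active = inhibition of 50% or more; inactive = inhibition below 50%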;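 note: plate controls were induced DMSO wells for no effect and uninduced yeast grown without galactose for full effect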
TIM10 inh = growth inhibitors of isogenic TIM10 control yeast, primary screen, counter-screen for tim10-1 yeast inhibitor project, luminescence, uHTS. S. cerevisiae TIM10 strain growth, BacTiter-Glo luminescence, 24 h. inhibition, % at 10 µM. 1.4% of 330,000 active. AID 463195, 2010;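 active = inhibition of 40% or more at the single tested concentration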;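 note: wild-type TIM10 isogenic control strain grown at permissive 25 °C; 0% = DMSO yeast wells and 100% = minimal medium wells without yeast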
NR3A LBD binder = binders of NR3A ligand-binding domain, primary screen, biophysical, differential scanning fluorimetry, uHTS. 2.5% of 340,000 active. Tm shift relative to glycine control, % at 25 µM. NR3A LBD differential scanning fluorimetry, Tm shift; 0% = protein alone, 100% = glycine-bound protein;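 active = melting temperature shift of at least 10% of the positive control shift, at one fixed dose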
MPTP inh = mitochondrial permeability transition pore inhibitors, primary screen, biochemical, isolated mouse mitochondria, absorbance; 1.4% of 360,000 active; Ca2+ swelling absorbance, 30 min; inhibition, % at 10 µM; AID 602449, 2012;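 active = inhibition of 50% or more, scaled per plate between neutral and stimulator controls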;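 note: 0% = DMSO wells given calcium and 100% = 1 mM EGTA wells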
tim23-1 inh = growth inhibitors of tim23-1 mutant yeast, primary screen, luminescence, uHTS; S. cerevisiae tim23-1 growth, BacTiter-Glo luminescence, 24 h; inhibition, % at 20 µM; 1.3% of 330,000 active;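 active = growth inhibition of the mutant yeast at or above 50%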;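 note: temperature-sensitive mutant grown at 25 °C; plate controls were DMSO-treated mutant yeast for no effect and medium wells lacking yeast for full effect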
MIN6 prolif = inducers of MIN6 beta-cell proliferation, primary screen, ATP luminescence, uHTS. MIN6 cells proliferation, ATPlite luminescence, 48 h; cells starved in 0.2% serum; 100% = growth in 10% serum. proliferation, % at 10 µM. 0.29% of 330,000 active. AID 2380, 2010;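 active = compounds whose signal lies at least 3.5 SD above the mean of all wells on their plate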;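 note: 0% = DMSO-treated cells in low-serum medium and 100% = 10% serum control; some compounds called inactive have numbers as strong as hits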
APJ ag = agonists of human apelin receptor APJ, primary screen, CHO-K1 cells, PathHunter beta-arrestin, luminescence; P35414; 0% DMSO wells, 100% apelin; activation, % at 20 µM; 0.11% of 330,000 active; AID 2520, 2010;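 active = activation more than six SD over the plate average, tested at 20 µM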;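 note: 0% = DMSO alone and 100% = apelin-13 at 10 nM; some results filed as inactive read as strong as hits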
Target sequence (P35414 whole entry, looked up): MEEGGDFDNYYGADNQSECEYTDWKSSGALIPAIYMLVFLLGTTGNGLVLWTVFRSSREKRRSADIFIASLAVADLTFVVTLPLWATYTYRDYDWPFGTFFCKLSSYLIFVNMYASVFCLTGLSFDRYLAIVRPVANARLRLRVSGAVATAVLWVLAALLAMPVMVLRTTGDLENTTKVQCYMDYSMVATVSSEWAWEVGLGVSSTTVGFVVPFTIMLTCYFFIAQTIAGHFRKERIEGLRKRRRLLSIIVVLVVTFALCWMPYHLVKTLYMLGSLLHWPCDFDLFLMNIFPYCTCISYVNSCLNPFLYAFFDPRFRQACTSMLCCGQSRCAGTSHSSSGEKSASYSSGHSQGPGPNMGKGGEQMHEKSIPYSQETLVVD
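Test system: CHO-K1 APJ beta-arrestin complementation cell line | Compound: Single test compound dose, 20 µM final, 1% DMSO | Incubation: Compound 90 min 25 °C, reagent 1 h | Measured by: beta-gal luminescence | Read-out basis: APJ–arrestin association signal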
APJ antagonist = antagonists of human apelin receptor APJ, primary screen, CHO-K1 cells, beta-arrestin complementation, luminescence | P35414 | inhibition, % at 20 µM | 0.32% of 330,000 active;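 active = inhibition above about 40% at 20 µM, limit read from the data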;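 note: cells challenged with 10 nM apelin-13 agonist together with compound; plate controls were apelin-13 plus DMSO wells for no effect and DMSO wells lacking apelin-13 for full effect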
tim10-1 inh = growth inhibitors of tim10-1 mutant yeast, primary screen, luminescence, uHTS. 2.2% of 330,000 active. S. cerevisiae tim10-1 ts strain growth, BacTiter-Glo, 24 h. AID 463190, 2010. inhibition, % at 20 µM;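 active = inhibition of at least 40%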;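 note: mutant grown at 25 °C; 0% = DMSO wells with yeast and 100% = wells holding no yeast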
Active calls of the source: *; · = no result given. An unsorted share of the library. Share with any hit: about 7.2%.

Field names: A = NALP3 yeast inh; B = TIM10 inh; C = NR3A LBD binder; D = MPTP inh; E = tim23-1 inh; F = MIN6 prolif; G = APJ ag; H = APJ antagonist; I = tim10-1 inh
CN(Cc1nc(-c2ccccc2)no1)C(=O)c1ccco1
  A: 25 | B: 9 | C: -2 | D: 0.5 | E: -1 | F: 1 | G: -2 | H: -10 | I: 8

O=C(NCCc1cccc(F)c1)C1CCN(S(=O)(=O)c2ccccc2)CC1
  A: 0 | B: -2 | C: 0 | D: 0.0 | E: 24 | F: -4 | G: -2 | H: 16 | I: 28

S=c1oc(-c2ccncc2)nn1CCc1ccncc1
  A: 4 | B: -17 | C: -1 | D: 0.6 | E: -3 | F: 1 | G: 9 | H: 4 | I: 5

CN(c1ccc(F)cc1)S(=O)(=O)c1ccc(Cl)c(C(=O)OCC(=O)NCc2ccco2)c1
  A: 6 | B: -14 | C: 1 | D: 1.8 | E: 0 | F: -2 | G: -2 | H: 0 | I: -17

O=C(NC(=S)NC1CCCc2ccccc21)c1ccc(F)cc1 (stereo not drawn)
  A: -21 | B: 18 | C: 2 | D: 0.2 | E: 37 | F: 0 | G: -3 | H: 11 | I: 35

COc1ccc(N2CCN(C(=O)c3ccc(NC(=O)C4=CSCCO4)cc3)CC2)cc1
  A: 2 | B: 20 | C: 1 | D: -1.2 | E: 34 | F: -3 | G: 2 | H: 1 | I: 43*

CC(=O)Nc1cc(NC(C)=O)c(N=Nc2ccccc2)cc1C
  A: 6 | B: 5 | C: 0 | D: 1.4 | E: 5 | F: 2 | G: 3 | H: 18 | I: 5

CCc1ccc(OCCCC(=O)Nc2ccc(S(=O)(=O)Nc3cc(C)nc(C)n3)cc2)cc1
  A: 24 | B: -2 | C: -9 | D: -0.7 | E: 10 | F: -3 | G: 2 | H: 4 | I: 6

O=C(NN1C(=O)/C(=C/c2cccnc2)SC1=S)C(c1ccccc1)c1ccccc1
  A: 20 | B: 42* | C: 0 | D: 0.5 | E: 41 | F: -4 | G: -3 | H: -5 | I: 49*

CC(C)Cc1ccc(/C=C/C(=O)N2CCCCC2)cc1
  A: 22 | B: 29 | C: -2 | D: -0.4 | E: 43 | F: -4 | G: -6 | H: 3 | I: 32

COc1ccc(Nc2nnc(Cc3ccc(Cl)cc3)c(=O)[nH]2)c(OC)c1
  A: 7 | B: -3 | C: -2 | D: 4.9 | E: 8 | F: -1 | G: -1 | H: -10 | I: 11

O=C(NCc1ccccc1)NC1(C(=O)N2CCN(c3ccccc3)CC2)CCCCC1
  A: 9 | B: 19 | C: 1 | D: -1.0 | E: 1 | F: -2 | G: 0 | H: -5 | I: 4

COc1ccc(CCNC(=O)CN2C(=O)COc3ccc(S(=O)(=O)N4CCCC4)cc32)cc1OC
  A: 11 | B: 10 | C: 0 | D: 0.6 | E: 3 | F: -4 | G: -4 | H: 9 | I: 5

CCOC(=O)c1ccccc1NC(=O)C1COc2ccccc2O1 (stereo not drawn)
  A: 28 | B: 4 | C: 2 | D: -1.2 | E: 14 | F: -1 | G: -2 | H: 4 | I: 22

CC(C)CCN(C(=O)CCCSc1nc2ccccc2[nH]1)c1c(N)n(Cc2ccccc2)c(=O)[nH]c1=O
  A: 2 | B: -26 | C: -2 | D: -0.6 | E: -7 | F: 1 | G: 11 | H: 18 | I: -16

CCCCNC(=S)NNC(=O)c1ccc(Br)o1
  A: -2 | B: -11 | C: 2 | D: 1.1 | E: 3 | F: 0 | G: -5 | H: 4 | I: 19

CCOC(=O)C(=CNc1ccccc1C)C(=O)OCC
  A: 17 | B: -14 | C: -4 | D: 1.8 | E: 31 | F: -6 | G: 1 | H: -9 | I: -7

CC(C)CC(=O)Nc1ccnc(-c2ccncc2)n1
  A: -3 | B: 8 | C: -1 | D: 2.2 | E: 14 | F: 2 | G: -2 | H: -2 | I: 11

O=C(CSc1nnc2c(n1)[nH]c1ccccc12)OCc1ccccc1
  A: 4 | B: 14 | C: -5 | D: -4.4 | E: 18 | F: -4 | G: 0 | H: 6 | I: 0

COc1ccc(NC(=O)Cc2ccc(Cl)cc2)cc1NC(=O)c1ccco1
  A: 23 | B: 28 | C: -7 | D: 1.2 | E: 2 | F: 2 | G: -3 | H: -42 | I: 5

COc1ccc(OCC(=O)O/N=C(\N)Cc2cccs2)cc1
  A: 25 | B: 16 | C: -2 | D: 0.0 | E: 11 | F: 2 | G: -4 | H: 8 | I: 19

COc1ccc(N2CCN(C(C)=C3C(=O)c4ccccc4C3=O)CC2)cc1
  A: 4 | B: 2 | C: 0 | D: -0.4 | E: 11 | F: -2 | G: -1 | H: 2 | I: -6

COc1ccccc1-c1cc(C(=O)N2CCN(c3ccccc3)CC2)no1
  A: 36 | B: 5 | C: -2 | D: 0.7 | E: 22 | F: -1 | G: 1 | H: 16 | I: 7

COc1ccc(-c2ccccc2[C@H]2[C@@H]3C=CC[C@@H](C)[C@@H]3C(=O)N2Cc2ccccc2)cc1
  A: · | B: 9 | C: 2 | D: -1.4 | E: 47 | F: · | G: · | H: · | I: 24

O=C(Nc1ccc(F)cc1)C(c1ccccc1)N1CCN(S(=O)(=O)c2c(F)cccc2F)CC1 (stereo not drawn)
  A: -7 | B: -1 | C: 0 | D: 1.8 | E: 24 | F: -4 | G: -4 | H: 12 | I: 8

COc1ccc(CC(=O)NC(=S)Nc2cccc(C)c2)cc1
  A: 30 | B: 47* | C: 1 | D: -0.9 | E: 62* | F: -4 | G: 1 | H: 2 | I: 46*

CC(Oc1ccccc1)c1nnc(N)s1 (stereo not drawn)
  A: 18 | B: 1 | C: 0 | D: -2.6 | E: 8 | F: -2 | G: 0 | H: 9 | I: -7

Cc1c(-n2cc(C(=O)O)c(=O)c3cc(F)c(N4CCCC4)c(F)c32)c(=O)n(-c2ccccc2)n1C
  A: 4 | B: 12 | C: 1 | D: 0.8 | E: 4 | F: 1 | G: -2 | H: 9 | I: 10

Cc1cc(C(=O)COC(=O)CCCN2C(=O)c3ccccc3C2=O)c(C)n1C
  A: 21 | B: -4 | C: 2 | D: -0.6 | E: 13 | F: -3 | G: 5 | H: -6 | I: 14

Cc1ccc(-n2c(SCC(N)=O)nc3c(c2=O)C2(CCCC2)Cc2ccccc2-3)cc1
  A: 6 | B: 32 | C: 13* | D: 0.3 | E: 52* | F: 0 | G: -2 | H: 0 | I: 49*

CCCNC(=O)NS(=O)(=O)c1cnccc1Sc1ccc(Cl)cc1
  A: 24 | B: -1 | C: -3 | D: 1.1 | E: 5 | F: 2 | G: 0 | H: -6 | I: 1

O=C(Cn1c2ccc(F)cc2c2nc3n(c(=O)c21)CCS3)NCC1CCCO1 (stereo not drawn)
  A: 10 | B: -22 | C: 1 | D: 0.1 | E: 6 | F: 0 | G: 0 | H: 0 | I: 19

Cc1cccc(N=C/C(C(=O)C(F)(F)F)=C(\O)c2ccco2)c1
  A: 8 | B: 23 | C: 0 | D: 1.2 | E: 27 | F: 0 | G: -2 | H: 6 | I: 24

Fc1ccc(-c2cnc(-c3cccs3)o2)cc1
  A: 7 | B: 29 | C: 3 | D: -0.4 | E: 13 | F: 2 | G: -2 | H: 16 | I: 4

CCn1c(=O)c2sccc2n2c(CCCC(=O)NCc3cccnc3)nnc12
  A: -2 | B: 11 | C: 0 | D: -0.2 | E: 3 | F: -3 | G: 1 | H: 11 | I: 16

O=C(CN1CCN(C(=O)N2CCOCC2)CC1)Nc1cc(Cl)ccc1Cl
  A: 22 | B: -9 | C: -2 | D: 0.2 | E: 11 | F: -3 | G: 0 | H: -20 | I: 11

O=C1NC(=O)/C(=C\c2ccccc2OCc2ccccc2)S1
  A: 32 | B: 43* | C: -6 | D: 20 | E: 46 | F: -3 | G: -4 | H: -21 | I: 45*

CSCC[C@@H](CO)NC(=O)c1ccc2nc(C3CCCCC3)oc2c1
  A: -1 | B: 2 | C: -1 | D: -0.8 | E: 21 | F: -2 | G: -3 | H: 9 | I: 17

COCCNc1c2c(nc3ccccc13)CCC2
  A: 14 | B: -13 | C: -1 | D: 0.0 | E: 6 | F: -3 | G: -6 | H: 8 | I: 6

Cc1nc(-c2ccccc2)sc1C(=O)CSc1ccc(F)cc1
  A: 20 | B: 8 | C: -25 | D: 0.2 | E: 15 | F: -4 | G: -3 | H: 9 | I: 14

Compounds listed so far that contain two or more sulfur atoms:
Field names: A = NALP3 yeast inh; B = TIM10 inh; C = NR3A LBD binder; D = MPTP inh; E = tim23-1 inh; F = MIN6 prolif; G = APJ ag; H = APJ antagonist; I = tim10-1 inh
O=C(NN1C(=O)/C(=C/c2cccnc2)SC1=S)C(c1ccccc1)c1ccccc1
  A: 20 | B: 42* | C: 0 | D: 0.5 | E: 41 | F: -4 | G: -3 | H: -5 | I: 49*

CCCNC(=O)NS(=O)(=O)c1cnccc1Sc1ccc(Cl)cc1
  A: 24 | B: -1 | C: -3 | D: 1.1 | E: 5 | F: 2 | G: 0 | H: -6 | I: 1

Cc1nc(-c2ccccc2)sc1C(=O)CSc1ccc(F)cc1
  A: 20 | B: 8 | C: -25 | D: 0.2 | E: 15 | F: -4 | G: -3 | H: 9 | I: 14

(list continues)
Field names: A = NALP3 yeast inh; B = TIM10 inh; C = NR3A LBD binder; D = MPTP inh; E = tim23-1 inh; F = MIN6 prolif; G = APJ ag; H = APJ antagonist; I = tim10-1 inh
O=C(O/N=C\c1ccc(N2CCOCC2)c([N+](=O)[O-])c1)c1ccccc1Cl
  A: 5 | B: -5 | C: -4 | D: -4.8 | E: 27 | F: 0 | G: -1 | H: 1 | I: 28

CCOc1cc2c(cc1C(C)(C)C)NC(=O)CS2
  A: 12 | B: -39 | C: 0 | D: 2.4 | E: 7 | F: -1 | G: -3 | H: 7 | I: -24

c1ccc(CSc2nnc(-c3ccco3)o2)cc1
  A: 3 | B: 6 | C: 2 | D: 1.3 | E: 6 | F: 2 | G: -4 | H: 3 | I: 9

O=C(CCC(=O)c1cccs1)NNC(=O)c1cccc(Cl)c1
  A: 4 | B: 10 | C: 9 | D: 0.0 | E: -13 | F: -6 | G: 17 | H: -31 | I: -2

CN(C)S(=O)(=O)c1cccc(C(=O)NCCOC(=O)c2cc(F)c(F)cc2Cl)c1
  A: 27 | B: 15 | C: 2 | D: 0.2 | E: 17 | F: 0 | G: -2 | H: 15 | I: 4

CCS(=O)(=O)N1CCC(C(=O)NCCCN2CCC(Cc3ccccc3)CC2)CC1
  A: 8 | B: -5 | C: 2 | D: 1.4 | E: 1 | F: -1 | G: 4 | H: -20 | I: -13

Cc1ccc(C)c(NC(=S)NC2CC3CCCC(C2)N3CC(C)C)c1 (stereo not drawn)
  A: 21 | B: 2 | C: 0 | D: -1.1 | E: 6 | F: 0 | G: 1 | H: 0 | I: 10

Fc1ccc(-c2n[nH]c(=S)n2Cc2ccccc2)cc1
  A: 5 | B: 36 | C: 0 | D: 0.0 | E: 56* | F: -1 | G: -4 | H: 14 | I: 16

CC(C)n1c(-c2ccc(N(C)C)cc2)nc2ccccc21
  A: 1 | B: 25 | C: -4 | D: 3.2 | E: 44 | F: -3 | G: -6 | H: 13 | I: 36

CC(C)CCNC(=O)CCCn1c(=O)[nH]c2ccc(Br)cc2c1=O
  A: 9 | B: -14 | C: -4 | D: -2.2 | E: 0 | F: 1 | G: -7 | H: 1 | I: -4

Fc1ccc(Oc2nc(-c3ccccn3)nc3ccccc23)cc1
  A: 28 | B: 15 | C: 1 | D: -1.2 | E: 50* | F: -3 | G: -4 | H: 28 | I: 37
